# HT1080NT lethal = kills 2HG-producing HT-1080-NT fibrosarcoma cells; HT-1080-NT fibrosarcoma viability, CellTiter-Glo ATP luminescence, 48 h; Potency, µM (doses to about 46.1 µM), for the others: top-dose activity, negative = less viability, hits mostly cytotoxic; actives 1.6% (n = 360,000);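 further: NT is the 2HG producing partner of a matched IDH1 knockdown line; potency means the concentration at half of the fitted maximal effect; 0% = DMSO-treated cells and -100% = media-only wells without cells; nearly all actives have a fitted effect of over 55% in size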
#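 Toxicity toward the 2HG-producing NT line was scored as %Activity, normalised to DMSO and no-cell wells, from CellTiter-Glo luminescence after 48 hours' treatment.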
# KB-3-1 cytotox = kills parental KB-3-1 adenocarcinoma cells; KB-3-1 viability, CellTiter-Glo ATP luminescence, 72 h; Potency, µM (highest dose often 46.1 µM), for the others: at the top dose activity change, negative = cytotoxic, hits mostly cytotoxic; actives 1.4% (n = 400,000); further: potency means the concentration at half of the fitted maximal effect; on the % scale 0 is the no-effect control and ±100 the full control effect; nearly all actives have a fitted effect of over 60% in size
#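 Screening of KB-3-1 cells (DMEM, 10% FBS, phenol-red free) ran from lowest to highest compound concentration; after 72 h at 37 °C viability was read luminescently and curves fitted.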
# SW480 rerep = DNA re-replication induction in SW480 cells | SW480 DNA re-replication, Hoechst DNA content imaging, 48 h | Potency, µM (top dose mostly 46.1 µM), inactives show at the highest dose re-replication activation, most hits filed as activators | actives 1.8% (n = 340,000); further: potency means the concentration at half of the fitted maximal effect; % of control where 0% means no effect; nearly all actives have a fitted effect of over 55% in size
#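 Per well, 250 cells were exposed to pinned compound for 48 hr. Nuclear DNA was visualised with Hoechst (40 min, 37 C) and total object intensity recorded by fluorescence scanning.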
# IL1B secr inh = blocks inflammasome-driven IL-1 beta release | actives 4.7% (n = 360,000) | activity change, % at 57.5 µM | THP-1 LPS/ATP IL-1B secretion, AlphaLISA, 16 h; hits give low values | AID 743279; in the data active means activity change below about -50%; inconclusive means mostly about -30% to -49%; further: on the % scale 0 is the no-effect control and ±100 the full control effect
#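 THP-1 cells pretreated 1 hr with compounds (up to 57.5 uM final), then stimulated with LPS (250 ng/mL final) plus ATP (1.25 mM final); secreted IL-1B measured by AlphaLISA after 16 hr, decreased signal indicating inhibition.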
# D3 ag = activates the human D3 dopamine receptor; AID 652048; P35462; max activation, %; actives 0.58% (n = 410,000); D3R DiscoveRx beta-arrestin cells, luminescence, 90 min; in the data active means max activation above about 30%; further: 0% is about no effect; mostly tested at two doses, the higher about 12 µM
# Target sequence (P35462 whole entry, looked up): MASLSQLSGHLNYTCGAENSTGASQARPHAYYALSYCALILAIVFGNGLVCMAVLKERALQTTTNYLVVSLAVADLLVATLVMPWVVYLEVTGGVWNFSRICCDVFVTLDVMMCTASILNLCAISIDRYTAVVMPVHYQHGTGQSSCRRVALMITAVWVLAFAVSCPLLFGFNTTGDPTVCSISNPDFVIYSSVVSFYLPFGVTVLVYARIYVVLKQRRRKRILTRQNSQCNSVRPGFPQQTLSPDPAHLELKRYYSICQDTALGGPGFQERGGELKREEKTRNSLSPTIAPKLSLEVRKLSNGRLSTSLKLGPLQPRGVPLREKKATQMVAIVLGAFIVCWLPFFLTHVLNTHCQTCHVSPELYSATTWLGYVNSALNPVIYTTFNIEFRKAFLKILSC
#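 Agonist mode: compounds and dopamine controls were applied to plated cells for 90 min at 37 degrees C after an overnight attachment at 1500 cells/well. Luminescent read-out followed 30 - 60 minutes at room temperature with DiscoveRx detection reagent.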
# DRD3 antagonist = antagonists of human D3 dopamine receptor | P35462 | D3R cells, DiscoveRx beta-arrestin luminescence, antagonist mode; hits give low values | max response, negative = inhibition, % | actives 2.5% (n = 360,000) | AID 652054; in the data active means max response below about -50%; inconclusive means no clear call, values can overlap the other calls; further: on the % scale 0 is the no-effect control and ±100 the full control effect; mostly tested at two doses, the higher about 12 µM
#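 Cells expressing the human receptor were seeded at 1500 cells/well, incubated overnight at 37 degrees C in 5% CO2, then exposed to library compounds with dopamine controls for 90 minutes at 37 degrees C before luminescent detection.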
# HT1080 IDH1KD tx = HT-1080 IDH1 knockdown cell toxicity (counter line). HT-1080 IDH1 knockdown viability, ATP luminescence, 48 h. Potency, µM (doses to about 46.1 µM), inactives show at the highest dose activity, negative = toxicity, actives largely listed as cytotoxic. actives 2% (n = 360,000). AID 686971;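 further: potency means the concentration at half of the fitted maximal effect; 0% = DMSO wells and -100% = cell-free medium wells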
#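 After a 2 h attachment period, IDH1KD HT-1080 cells took pin-transferred compound for 48 h at 37 °C; ATP-based luminescence after 10 min room-temperature reagent incubation reported viability.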
# GLP1R ag = GLP-1 receptor (human) agonism. P43220. HEK293 GLP-1R CRE-luciferase, luminescence, 4-6 h; cells express a hypersensitive GLP-1R form. Potency, µM (series often up to 45.6 µM), without a hit: at the highest dose activation, hits mostly activators. actives 0.007% (n = 380,000); further: potency means the concentration at half of the fitted maximal effect; % of control where 0% means no effect
# Target sequence (P43220 whole entry, looked up): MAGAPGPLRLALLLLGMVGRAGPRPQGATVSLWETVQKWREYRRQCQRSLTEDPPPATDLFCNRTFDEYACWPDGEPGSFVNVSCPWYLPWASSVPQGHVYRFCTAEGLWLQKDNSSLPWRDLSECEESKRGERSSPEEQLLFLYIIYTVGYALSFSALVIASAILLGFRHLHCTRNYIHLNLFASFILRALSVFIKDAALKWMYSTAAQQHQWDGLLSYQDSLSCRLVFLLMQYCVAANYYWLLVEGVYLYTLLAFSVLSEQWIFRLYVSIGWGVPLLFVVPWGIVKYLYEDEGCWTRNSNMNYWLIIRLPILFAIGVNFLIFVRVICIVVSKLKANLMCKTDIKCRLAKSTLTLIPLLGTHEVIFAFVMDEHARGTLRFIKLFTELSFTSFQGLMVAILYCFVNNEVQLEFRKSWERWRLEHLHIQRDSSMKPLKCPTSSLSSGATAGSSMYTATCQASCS
# KB-V1 cytotox = kills drug-selected multidrug resistant KB-V1 cells | KB-V1 MDR cells viability, CellTiter-Glo, 72 h | Potency, µM (highest dose often 46.1 µM), inactives show at the highest dose activity change, negative = cytotoxicity, most hits filed as cytotoxic | actives 3.4% (n = 400,000); further: potency means the concentration at half of the fitted maximal effect; on the % scale 0 is the no-effect control and ±100 the full control effect; nearly all actives have a fitted effect of over 60% in size
#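 qHTS viability screen in drug-selected KB-V1 MDR cells: 72 h compound treatment at 37 degrees C, ATP luminescence end point.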
# An asterisk follows results filed as active; i = inactive; ? = inconclusive; / = not tested or not shown; & = joins results of further samples; ! = not confirmed by another sample; [ ] = remark or other dose. Unless noted, the call rests on the fitted dose curve; in most records, active means well fitted curve in the direction sought with a large enough effect; inconclusive means small, poorly fitted or top-dose-only effect, or another doubt; inactive means no such curve, though single readings can be large; an effect the other way counts as inactive or inconclusive.
SMILES,HT1080NT lethal,KB-3-1 cytotox,SW480 rerep,IL1B secr inh,D3 ag,DRD3 antagonist,HT1080 IDH1KD tx,GLP1R ag,KB-V1 cytotox
O=[N+]([O-])c1ccc(C(O)CN2CCN(C/C=C/c3ccccc3)CC2)cc1 (stereo not given),-1%,-19%,0%,?,-25,-22,-11%,15%,-14%
S=C(NCc1ccccc1)NCc1cccc(CNC(=S)NCc2ccccc2)c1,-22%,?,-4%,-19,4,1,-24%,-1%,0%
O=C(COC(=O)CC1CCS(=O)(=O)C1)Nc1ccc(F)cc1 (stereo not given),-1%,1%,-12%,13,4,13,25%,-2%,0%
N#Cc1ccccc1OCc1cccc(S(=O)(=O)N2CCOCC2)c1,-11%[9.24 µM],8%,-2%,25,4,11,-10%,14%,8%
CC(NS(=O)(=O)c1ccc(OCC(=O)NCc2ccncc2)cc1)c1ccccc1 (stereo not given),3%,7%,-2%,32,5,15,-1%,1%,7%
O=C(Cn1cnc2ccccc2c1=O)Nc1cccc(S(=O)(=O)N2CCCCC2)c1,-10%,0%,-27%,54,12,-1,-17%,-1%,-23%
COCC(=O)Nc1nc(-c2ccc(-c3ccccc3)cc2)cs1,-13%,-6%,?,-18,2,0,-14%,0%,5%
CN(C(=O)c1ccccc1OC1CCN(S(C)(=O)=O)CC1)C1CCOC1 (stereo not given),-2%,4%,2%,9,0,26,5%,8%,5%
O=C(NC1CCCCC1)C1c2ccccc2OCC(=O)N1Cc1ccc2c(c1)OCO2 (stereo not given),0%,-6%,/,-8,4,14,0%,9%,?
Cc1ccc(CCNC(=O)CN2CCN(Cc3ccc(Cl)cc3)C2=O)cc1,/,-14%,/,/,2,/,/,0%,-6%

# Pulled by compound from the list above (4):
SMILES,HT1080NT lethal,KB-3-1 cytotox,SW480 rerep,IL1B secr inh,D3 ag,DRD3 antagonist,HT1080 IDH1KD tx,GLP1R ag,KB-V1 cytotox
Cc1ccc(CCNC(=O)CN2CCN(Cc3ccc(Cl)cc3)C2=O)cc1,/,-14%,/,/,2,/,/,0%,-6%
O=C(NC1CCCCC1)C1c2ccccc2OCC(=O)N1Cc1ccc2c(c1)OCO2 (stereo not given),0%,-6%,/,-8,4,14,0%,9%,?
S=C(NCc1ccccc1)NCc1cccc(CNC(=S)NCc2ccccc2)c1,-22%,?,-4%,-19,4,1,-24%,-1%,0%
O=[N+]([O-])c1ccc(C(O)CN2CCN(C/C=C/c3ccccc3)CC2)cc1 (stereo not given),-1%,-19%,0%,?,-25,-22,-11%,15%,-14%

# The list continues:
SMILES,HT1080NT lethal,KB-3-1 cytotox,SW480 rerep,IL1B secr inh,D3 ag,DRD3 antagonist,HT1080 IDH1KD tx,GLP1R ag,KB-V1 cytotox
CCN(CC)S(=O)(=O)c1ccc(N2CCCC2)c(NS(=O)(=O)c2ccc(F)cc2)c1,-1%,1%,20%,-1,-3,-10,-7%,12%,0%
Cc1cccc(CN2[C@H](COC(=O)Nc3ccccc3)C=CS2(=O)=O)c1,-6%,0%,/,2,1,-10,-7%,-5%,0%
O=C(O)c1c2c(nc3ccccc13)/C(=C/c1ccc(O)cc1)CCC2,7%,3%,-102%[inhibitor],6,2,6,11%,-6%,15%
O=C(COc1ccc2ccccc2c1)N1CCN(C(=O)c2ccc([N+](=O)[O-])cc2)CC1,-19%,-2%,-27%,-14,-3,1,-4%,0%,-7%
CCc1cc2c(=O)[nH]c(COC)nc2s1,15%,6%,-1%,5,5,-13,9%,2%,11%
Cc1nn(-c2ccccc2)c2c1C(=O)N(Cc1ccccc1)C(=O)C(C)(C)C2,-7%,-8%,4%,6,-8,-4,-2%,-12%,0%
Cc1nc(-c2ccc(S(=O)(=O)Nc3ccc(OC(F)(F)F)cc3)cc2)co1,/,-12%,/,/,6,/,/,-3%,0%
COc1cc(/C=N/NC(N)=S)ccc1OCC(=O)Nc1ccc(C)c(C)c1,-18%,-12%,?,-15,-10,-27,-16%,1%,-11%
CCOC(=O)c1c(NC(=O)c2nn(CC)cc2Br)c(C#N)cn1-c1ccccc1,3%,-5%,9%,?,19,14,5%[9.24 µM],17%,0%
COc1ccc(/C=N/NC(=O)c2ccn[nH]2)cc1COc1ccc(Cl)cc1,?,?,?,63,1,60,?,-11%,-25%
COc1ccc(C)cc1NC(=O)CNC(c1ccccc1)c1ccc(C)cc1 (stereo not given),?,4.6µM*,2.6µM*,115,-16,?,5.2µM*,14%,3%
COc1ccc(S(=O)(=O)N2CCC(C(=O)NCC3CCCCC3)CC2)cc1,0%,-8%,-2%,-6,3,4,-4%,4%,?
O=C1C2C3c4ccccc4C(c4ccccc43)C2C(=O)N1c1cccc2cccnc12 (stereo not given),3%,?,1%,4,0,-2,-10%,-2%,2%
COc1ccc(C2=NOC(C(=O)Nc3c(C)n(C)n(-c4ccccc4)c3=O)C2)cc1 (stereo not given),13%,5%,-25%,23,-3,0,4%,-5%,1%
COc1ccc(CCNC(=O)CCCCC(=O)NCCc2ccc(OC)cc2)cc1,6%,16%,6%,0,-7,4,8%,-5%,3%
O=C(c1cc2ccccc2o1)N1CC=C(c2ccccc2)CC1,-4%,9%,-9%,6,17,-27,-15%,25%,-5%
CCC(C)NS(=O)(=O)c1ccc(NC(=O)c2ccc([N+](=O)[O-])cc2Cl)cc1 (stereo not given),22%,2%,-3%,15,2,17,16%,1%,4%
CCN(CC(=O)Nc1ccc(NC(C)=O)cc1)C(=O)C1(c2ccc(Cl)cc2)CCC1,10%,-25%,/,11,6,12,-1%,-1%,-30%
Cc1ccc(C(=O)NCCc2nnc3ccc(SCC(=O)Nc4c(C)cc(C)cc4C)nn23)cc1,-16%,-3%,-2%,2,-16,-9,-23%,-1%,-8%
c1ccc(-c2noc(CSc3nnnn3C3CCCCC3)n2)cc1,-1%,-1%,-5%,-18,-2,24,0%,9%,18µM*
COc1ccc(CCNC2CC(=O)N(N(C)C)C2=O)cc1OC (stereo not given),?,-9%,-11%,-7,4,-8,17%,0%,0%
O=C(CSc1nc(-c2ccco2)cc(C(F)(F)F)n1)N1CCSCC1,-8%,0%,0%,-3,-15,14,-6%,-3%,0%
N=c1c[n+](N2CCOCC2)[n-]o1,-6%,0%,?,6,-11,-107*,19%,11%,17%
CSCC(=O)NS(=O)(=O)c1ccc(C)cc1,0%,15%,-3%,22,1,3,1%,-2%,-3%
CCCCn1c(N)c(N(CC)C(=O)CCc2ccccc2)c(=O)[nH]c1=O,21%,4%,-1%,-6,-2,?,18%,7%,10%
CN(C(=O)CSc1ncnc2sccc12)c1c(N)n(Cc2ccccc2)c(=O)[nH]c1=O,-1%,11%,-8%,10,3,2,13%,7%,0%
CCc1ccc(Nc2nc3ccccc3nc2NS(=O)(=O)c2ccccc2)cc1,/,?,/,/,-4,/,/,2%,18µM*
c1ccc2[nH]c(SCc3cn4ccccc4n3)nc2c1,22%,1%,-10%,-1,-2,-1,16%,24%,-9%
CCOC(=O)C1CC(CN2C(=O)c3ccccc3C2=O)OC1=O (stereo not given),-1%,0%,-3%,-17,-4,-27,-3%,3%,1%
Cc1ccc(S(=O)(=O)Nc2ccccc2C(=O)NCC2CCCO2)cc1 (stereo not given),-2%,0%,-24%,i,-3,-18,-6%,12%,?
O=C(NCCc1ccc(Cl)cc1)c1ccc2c(c1)N(Cc1ccccc1F)C(=O)c1ccccc1S2(=O)=O,/,1%,/,/,-16,/,/,-2%,0%
O=C(CSC(=S)N1CCCC1)N1CCN(S(=O)(=O)c2cccc(F)c2)CC1,0%,-14%,-34%[inhibitor],7,-8,1,-9%,-1%,0%
Cc1[nH]c2ccc(C(=O)NCCCN3CCCCC3)cc2c1C,0%,3%&2%,-8%,-3,0&-22,?,0%,-5%,?
Cc1cc(C)n(S(=O)(=O)c2ccc(Cl)c(Cl)c2Cl)n1,-1%,3%,-4%,-11,-5,0,-7%,17%,-10%
Cc1nc2ccccc2c(=O)n1NC(=O)c1ccc([N+](=O)[O-])cc1,1%,1%,-4%,0,-6,-2,-5%,1%,-7%
CC1(c2ccccc2)NC(=O)N(CC(=O)Nc2ccccc2C(=O)NC2CC2)C1=O (stereo not given),-3%,?,?,20,-7,3,-23%,-3%,10%
O=C(c1ccco1)N1CCN(C(=O)c2cnn(-c3cccc(F)c3)c2C2CCNCC2)CC1,-2%,-1%&18%,7%,7,84*!,1,1%,4%&-3%,?
COc1ccc(OC)c(NC(=O)CCN2CCN(C/C=C/c3ccccc3)CC2)c1,1%,13%,3%,0,-14,?,-2%,5%,-9%
CCC(Sc1ccc2nnc(-c3ccc(OC)c(OC)c3)n2n1)C(=O)O (stereo not given),8%,7%,-6%,6,6,19,5%,19%,-1%
Cc1occc1-c1nnc(SCC(=O)N2CCOCC2)n1CC(C)C,20%,-2%,0%,0,-4,6,13%,-5%,16%
C[C@H](CO)N1C[C@H](C)[C@@H](CN(C)S(=O)(=O)c2ccc(Oc3ccccc3)cc2)OCc2cnnn2CCCC1=O,13%,-3%,/,12,12,29,10%,0%,-9%
CN(C)S(=O)(=O)c1cccc(NC(=O)c2ccc(N3CCOCC3)c([N+](=O)[O-])c2)c1,-16%,2%,1%,-7,9,-17,-10%,11%,-6%
CC(C)NC(=O)N(C)C[C@@H]1Oc2c(NS(=O)(=O)c3ccccc3)cccc2C(=O)N([C@@H](C)CO)C[C@@H]1C,12%,4%,2%,24,-6,21,13%,7%,0%
Cc1ccc(S(=O)(=O)NC(=O)c2cc(C)n(CCCn3ccnc3)c2C)cc1,9%,8%,-6%,18,2,-18,11%,-23%,?
CO[C@@H]1CN(C)C(=O)c2ccc(NC(=O)c3ccccc3F)cc2OC[C@@H](C)N(CC2CCOCC2)C[C@@H]1C,13%,13%,/,0,1,26,22%,/,-14%
CCc1cccc(NC(=O)CN2C(=O)NC3(CCCCCCC3)C2=O)c1,-28%,-11%,0%,8,9,-12,?,3%,3%
